Screening results (PubChem)
HEK293 tox = cytotoxic in the GLP-1 receptor inverse agonist counter-screen; HEK293 cAMP-luciferase reporter cells, luminescence, 24 h; Potency, µM (top dose mostly 38.3 µM), for the others: at the highest dose activity change, negative = inhibition, most hits filed as inhibitors; 410,000 compounds, 0.13% hits;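 also: loss of luciferase light is scored as toxicity; potency is read from the fitted curve at half-maximal effect; % is scaled to controls: 0 for no effect and ±100 for the full control effect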
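Luminescence readout: signal drop marks cytotoxicity. Plated cells grew 12 h at 37 °C, 5% CO2, received 23 nL compound for 24 h, then got luciferase reagent, read after 12 min at RT.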
GLP1R inv ag = acts as inverse agonist at human GLP-1 receptor. P43220. HEK293 GLP-1R CRE-luciferase, luminescence, 24 h; GLP-1R form is constitutively active. Potency, µM (doses to about 38.3 µM), for the others: at the top dose activity change, negative = inhibition, most hits filed as inhibitors. 410,000 compounds, 1.6% hits; also: potency is read from the fitted curve at half-maximal effect; % is scaled to controls: 0 for no effect and ±100 for the full control effect; nearly all actives have a fitted effect of over 55% in size
Target sequence (P43220 whole entry, looked up): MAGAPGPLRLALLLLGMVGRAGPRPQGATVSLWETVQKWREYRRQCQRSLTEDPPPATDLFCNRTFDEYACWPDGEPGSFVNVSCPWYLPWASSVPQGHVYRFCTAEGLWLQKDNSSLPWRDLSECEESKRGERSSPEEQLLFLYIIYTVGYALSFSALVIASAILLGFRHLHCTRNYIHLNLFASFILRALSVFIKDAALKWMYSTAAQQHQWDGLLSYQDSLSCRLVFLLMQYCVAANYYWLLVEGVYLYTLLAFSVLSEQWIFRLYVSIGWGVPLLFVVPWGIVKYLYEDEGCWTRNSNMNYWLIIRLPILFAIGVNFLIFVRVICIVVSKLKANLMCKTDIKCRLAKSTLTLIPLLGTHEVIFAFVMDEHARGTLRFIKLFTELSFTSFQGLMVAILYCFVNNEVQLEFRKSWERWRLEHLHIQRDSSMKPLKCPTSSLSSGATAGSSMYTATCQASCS
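qHTS in 1536-well format: reporter HEK293 cells expressing constitutive GLP-1R activity in DMEM + 10% Nu serum, 24 hr with compounds at 37 deg C, luminescence read after 12 min with detection reagent.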
DRD3 agonist = D3 dopamine receptor (human) agonism. D3R DiscoveRx beta-arrestin cells, luminescence, 90 min. max activation, %. P35462. AID 652048. 410,000 compounds, 0.58% hits; in the data active = max activation above about 30%; also: 0% is about no effect; mostly tested at two doses, the higher about 12 µM
Target sequence (P35462 whole entry, looked up): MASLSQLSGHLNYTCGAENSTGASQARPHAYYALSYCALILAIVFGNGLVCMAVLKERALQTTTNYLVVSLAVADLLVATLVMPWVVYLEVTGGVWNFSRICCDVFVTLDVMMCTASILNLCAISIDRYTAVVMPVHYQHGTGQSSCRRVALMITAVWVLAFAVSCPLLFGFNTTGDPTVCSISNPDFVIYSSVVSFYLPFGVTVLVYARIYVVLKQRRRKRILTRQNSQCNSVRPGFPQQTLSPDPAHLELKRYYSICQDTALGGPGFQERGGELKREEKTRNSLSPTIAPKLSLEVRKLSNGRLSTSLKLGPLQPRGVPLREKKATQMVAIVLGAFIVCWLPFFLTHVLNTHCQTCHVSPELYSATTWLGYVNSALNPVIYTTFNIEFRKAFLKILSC
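Agonist-mode cell screen: cells plated at 1500/well and incubated overnight at 37 °C, then exposed to library compounds for 90 min at 37 °C. Detection reagent was added for 30–60 min at room temperature, and luminescence was read.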
* = called active by the depositor; ? = inconclusive; [ ] = remark or other dose. Unless noted, calls follow the shape of the dose curve; as a rule, active = well fitted curve in the direction sought with a large enough effect; inconclusive = small, poorly fitted or top-dose-only effect, or another doubt; inactive = no such curve, though single readings can be large; an effect the other way counts as inactive or inconclusive. Some of the compounds tested, so the mix of outcomes need not match the whole.

Compound | HEK293 tox | GLP1R inv ag | DRD3 agonist
Cc1ccc(-n2nc(C)c3c(C)cc(=O)n(CC(=O)NC(C)c4ccccc4)c32)cc1 (configuration not stated) | 16.4% | 15.1% | -12.1
CC(C)c1ccc(OCC(O)CN2CCN(c3ccc(F)cc3)CC2)cc1 (configuration not stated) | 0.4% | ? | 2.1
O=C(NCc1ccc(F)cc1)c1ccc(Nc2nc3ccccc3n3nnnc23)cc1 | 3.6% | 1.3% | -0.8
CCCOC(=O)c1ccc(Nc2c(C(=O)OCC)cnc3c(C)cc(Cl)cc23)cc1 | 3.6% | 13.2% | 3.8
CCOC(=O)c1cc2c(=O)n3ccccc3nc2n(Cc2ccco2)c1=NC(=O)c1cccc(C)c1 | 205.1%[activator] | -20.4% | 3.7
CN1CCc2c(sc(NC(=O)CSc3ccccc3)c2-c2nc3ccccc3s2)C1 | 79.2%[activator] | 17.2% | -23.5
CCc1cnc2c(c1SCC(=O)NCc1ccccc1)c(=O)n(C)c(=O)n2C | -1.3% | 11.9% | 0.4
O=C(NC1CCCCC1)c1cc(Nc2cccc(C(F)(F)F)c2)nc2ccccc12 | 3.2% | -21.0% | -6.0
CCc1ccc(S(=O)(=O)c2nnn3c2nc(N2CCC(C(N)=O)CC2)c2cc(Cl)ccc23)cc1 | -9.1% | 9.4% | 6.4
COc1ccc(CC(=O)NCc2nc3cccnc3n2Cc2ccccc2)cc1 | -10.4% | 9.9% | 12.5
COc1ccc(Cl)cc1NC(=O)CSC1=Nc2ccccc2C2=NC(CC(=O)NC3CCCCC3)C(=O)N12 (configuration not stated) | -2.1% | 11.4% | 1.9
CC1CCc2nn(CC(=O)Nc3cccc(C(F)(F)F)c3)c(=O)cc2C1 (configuration not stated) | 0.4% | -2.0% | -4.7
O=C(/C=C\c1ccc2c(c1)OCO2)NC1CC(=O)N(c2ccc(Cl)cc2)C1 (configuration not stated) | -0.1% | -17.2% | -6.4
COc1cccc(-n2c(=O)c3c(C)c(C(=O)N(C)C)sc3n(Cc3cccc(C)c3)c2=O)c1 | 4.1% | 9.8% | 4.4
CC(=O)Nc1ccc(NC(=O)c2ccc3c(c2)N(Cc2cccc(Cl)c2)C(=O)c2ccccc2S3=O)cc1 (configuration not stated) | -8.6% | ? | 3.7
CCc1ccc(NC(=O)c2cc(CN3CCOCC3)on2)cc1 | -1.1% | 6.9% | -2.0
Cc1cc(C)n(-c2nc3ccccc3nc2Nc2ccc(C(C)C)cc2)n1 | 0.2% | 1.4% | 9.9
CCN(C(=O)Cc1nc(-c2ccc(OC)cc2)no1)c1cccc(Cl)c1 | 5.0% | ? | -7.6
CC(=O)Nc1ccccc1-c1nc2ccccc2n(CC(=O)c2ccc(Br)cc2)c1=O | 1.8% | 3.3% | -13.5
COc1cc(C2NC(=O)c3c(sc4c3CCN(C)C4)N2)cc(OC)c1OC (configuration not stated) | -8.3% | 6.7% | 1.9
CCOc1ccc(NC(=O)c2ccc(NC(=O)N3CCSc4ncccc43)cc2)cc1 | -2.4% | 7.3% | 1.5
O=S(=O)(NCC(c1ccco1)N1CCN(c2ccc(F)cc2)CC1)c1cc(F)ccc1F (configuration not stated) | 4.7% | ? | -9.6
CCn1c(=O)n(-c2ccc(F)c(Cl)c2)c(=O)c2c3c(sc21)CN(C(C)=O)CC3 | -15.4% | 5.9% | -15.6
COc1ccc(C)cc1Nc1nc(-c2cccc(Cl)c2)c2c(n1)-c1ccccc1OC2 | ? | ? | 2.9
Cc1ccc2oc(-c3ccc(Cl)cc3)c(O)c(=O)c2c1 | 1.5% | -14.6% | 17.7
COc1ccc2c(C)c(CC(=O)NCCc3ccc(Cl)cc3)c(=O)oc2c1C | 5.4% | 9.2% | 5.2
COc1ccc(CNC(=O)c2ccc3c(c2)N(C)C(=O)C2CCCCN32)cc1OC (configuration not stated) | -2.7% | 15.8% | -3.0
Cc1cnc2c(c1SCC(=O)Nc1ccc(F)cc1F)c(=O)n(C)c(=O)n2C | -6.0% | 1.3% | -5.2
O=C(NCc1cccc(Cl)c1)c1oc(=O)c2ccccc2c1-c1ccccc1 | 0.3% | -0.4% | -1.2
COc1ccc(-c2csc(-c3c(N)c(C(=O)c4ccccc4)n4ccccc34)n2)cc1OC | 28.8% | 19.3% | -2.5
COC(=O)c1ccccc1NC(=O)N(Cc1ccc(C)cc1)Cc1cccn1-c1nnc(N2CCCC2=O)s1 | -5.7% | 9.1% | -10.5
Cc1cccc(NCc2nc3ccccc3n2CCOc2ccccc2C)c1 | -10.7% | ? | -0.6
CCOC(=O)C1CCCN(C(=O)c2cccc(NC(=O)c3nsc4ccccc34)c2)C1 (configuration not stated) | -11.3% | 11.9% | -1.8
CCc1cccc(C)c1NC(=O)c1cc(S(=O)(=O)N2CCOCC2)cn1C | -6.9% | -4.7% | 1.1
CCOc1ccc(NC(=O)Cn2nc(CC)n3c(cc4sccc43)c2=O)cc1 | 1.8% | 11.7% | 3.4
CCCCCC(=O)N1c2ccccc2C(C)(c2ccccc2)CC1(C)C (configuration not stated) | 1.2% | -9.7% | -2.7

Part of the list above, with values under each structure.
Values run as follows: HEK293 tox | GLP1R inv ag | DRD3 agonist
COc1ccc(CNC(=O)c2ccc3c(c2)N(C)C(=O)C2CCCCN32)cc1OC (configuration not stated)
    -2.7% | 15.8% | -3.0
Cc1cnc2c(c1SCC(=O)Nc1ccc(F)cc1F)c(=O)n(C)c(=O)n2C
    -6.0% | 1.3% | -5.2

Following part.
Compound | HEK293 tox | GLP1R inv ag | DRD3 agonist
COc1ccc(NC(=O)/C(C#N)=C/c2ccc(C)o2)cc1 | -9.2% | -0.2% | 5.2
COC(=O)c1scc(-c2ccc(C)cc2)c1S(=O)(=O)Nc1ccc(OC(F)(F)F)cc1 | 0.2% | -11.9% | 2.5
Cc1cccc(C)c1-n1ncc(C(=O)NC2CCCC2)c1C1CCN(C(=O)OC(C)(C)C)CC1 | 11.6% | 4.9% | 0.3
Cn1c(C(=O)NCc2ccc(F)cc2)cc2cc(S(=O)(=O)N3CCCCC3)ccc21 | -8.4% | 2.1% | -13.3
Cc1cccc(N2CCN(c3nc4ccccc4c4nc(-c5ccccc5)nn34)CC2)c1C | -2.7% | 1.3% | 3.9
COc1ccc(N(Cc2cccs2)C(=O)COc2cc(C)c(Cl)c(C)c2)cc1 | -22.4% | 8.91µM* | -27.4
CC1CCCCN1CCCNC(=O)c1cc(Sc2ccc(Cl)cc2)nc2ccccc12 (configuration not stated) | -1.7% | -3.9% | -12.8
COc1ccccc1-c1noc(-c2ccc(N3CCN(c4ccccc4)CC3)c([N+](=O)[O-])c2)n1 | 6.3% | 12.9% | 7.2
CCOc1cccc(C(=O)N2CCC(c3nc4ccccc4s3)CC2)c1 | -2.5% | -9.7% | 4.2
Cc1nn(C(=O)c2cccc([N+](=O)[O-])c2C)c(C)c1S(=O)(=O)N1CCCCCC1 | 1.1% | 12.2% | 2.8
COc1ccccc1C(=O)Oc1ccc(C(c2c(C)[nH][nH]c2=O)c2c(C)[nH][nH]c2=O)cc1 | 3.7% | 5.0% | 0.0
Cc1cccc(N2CCN(c3ncnc4onc(-c5ccc(F)cc5)c34)CC2C)c1 (configuration not stated) | 14.4% | ? | -16.0
CC(C)Cn1c(=O)c2ccccc2n2c(CCC(=O)Nc3ccc(F)c(F)c3)nnc12 | -13.5% | -1.8% | 9.0
CSc1ccc(NC(=O)Cn2nnnc2-c2ccccc2F)cc1 | 1.7% | 2.0% | 8.2
COc1ccccc1CNC(=O)c1c2c(nc3ccccc13)C(=O)N(C1CCCCC1)C2 | -2.1% | -8.7% | -2.2
CCN1CCN(c2cc(C)c3cc(NC(=O)/C=C/c4cccc(Cl)c4)ccc3n2)CC1 | -25.8% | -7.9% | -13.2
O=c1c2oc3ccccc3c2ncn1Cc1ccc(Br)cc1 | 5.9% | 26.1% | -10.4
COc1ccc(C2=C(C)C(N3CCN(c4ccc(OC)cc4)CC3)=NS2(=O)=O)cc1 | 14.7% | 5.9% | -8.2
COc1ccc(CC(=O)Nc2ccc(-c3nc4ccccc4s3)cc2Cl)cc1OC | -11.4% | ? | -18.7
CCc1ccccc1Nc1cc(C(=O)NC2CCC(C)CC2)c2ccccc2n1 (configuration not stated) | -7.0% | ? | -7.4
COc1cc(Nc2nc(SCc3ccccc3Cl)nc3ccccc23)cc(OC)c1 | 1.7% | ? | 4.6
COc1ccc(Br)cc1CNC(=O)c1cnc2sc(N3CCCCCC3)nn2c1=O | 1.3% | 2.8% | -26.9
CC1CN(S(=O)(=O)c2ccc3c(c2)NC(=O)CC(=O)N3)c2ccccc2O1 (configuration not stated) | 1.3% | -3.1% | 14.1
COc1ccc(OC)c(NC(=O)CSc2ccc(-c3sc(C)nc3C)nn2)c1 | -3.1% | 44.6%[activator] | 10.6

The final four entries of the part above come first, to join the parts:
Compound | HEK293 tox | GLP1R inv ag | DRD3 agonist
COc1cc(Nc2nc(SCc3ccccc3Cl)nc3ccccc23)cc(OC)c1 | 1.7% | ? | 4.6
COc1ccc(Br)cc1CNC(=O)c1cnc2sc(N3CCCCCC3)nn2c1=O | 1.3% | 2.8% | -26.9
CC1CN(S(=O)(=O)c2ccc3c(c2)NC(=O)CC(=O)N3)c2ccccc2O1 (configuration not stated) | 1.3% | -3.1% | 14.1
COc1ccc(OC)c(NC(=O)CSc2ccc(-c3sc(C)nc3C)nn2)c1 | -3.1% | 44.6%[activator] | 10.6
Cc1ccc(Nc2ncnc3c2nc2n3CCCC2)cc1F | 10.2% | 2.3% | 4.8
Cc1ccc(-c2noc(-c3cc(-c4ccc(F)cc4)n[nH]3)n2)cc1 | 0.1% | -2.5% | 3.7
O=C(CSc1ncc2c(n1)-c1cc(Cl)ccc1N(Cc1ccccc1)S2(=O)=O)NCCc1ccccc1 | 6.0% | -8.8% | 3.6
Cc1cc(NS(=O)(=O)c2ccc(NC(=O)COc3cc(C)c(Br)cc3C(C)C)cc2)no1 | -10.5% | ? | 5.2
COc1ccc(NC(=O)CSc2nnc(-c3nonc3NC(C)=O)n2-c2ccccc2)cc1 | -8.7% | -14.0% | 7.8
Cc1cccc(C(=O)NCC(c2ccc3c(c2)OCO3)N2CCOCC2)c1 (configuration not stated) | 1.3% | 7.7% | -5.3
CCCCOC(=O)c1ccc(NC(=O)c2sc3nc(C)cc(C)c3c2N)cc1 | 14.5% | 21.2% | 9.1
CCc1ccc2occ(CC(=O)Nc3sc4c(c3C(=O)OC)CCC4)c2c1 | -0.6% | ? | 9.6
Cc1c(Cl)cccc1NC(=O)N1CCOc2ccccc21 | 1.8% | 2.2% | -9.9
CCOc1ccc(CNC(=O)C2CCN(S(=O)(=O)c3c(C)noc3/C=C/c3ccc(C)cc3)CC2)cc1OC | 0.2% | 15.9% | 3.8
CC1CCCCN1CCNC(=O)c1ccc(Cn2c(SCc3ccccc3)nc3cccnc32)cc1 (configuration not stated) | -14.8% | -28.4% | -10.8
COc1ccc(CNC(=O)c2ccc(NC(=O)N3CCSc4ncccc43)cc2)c(OC)c1 | -4.8% | 6.3% | 3.1
Cc1ccc(NC(=O)c2ccc3c(O)c(S(=O)(=O)c4ccc(Cl)cc4)c(=O)[nH]c3c2)cc1 | 2.5% | 5.2% | -6.7
COc1cc(OC)cc(C(=O)Nc2nc(-c3nnn(-c4ccc(F)c(Cl)c4)c3C)ns2)c1 | -8.1% | -13.2% | -10.3
Cc1cccc(-c2c3c(=O)n(C)c(=O)n(C)c3c3cnc4ccccc4n23)c1 | -2.7% | 5.0% | -9.7
Cc1nc2nc(CNC(=O)OC(C)(C)C)nn2c(C)c1CCC(=O)NCc1ccc(F)cc1 | -5.5% | 0.4% | 4.0
COc1ccc(N2CCN(S(=O)(=O)c3ccc4oc(=O)c5ncn(C)c5c4c3)CC2)cc1 | -1.8% | 2.1% | -4.8
COc1ccc(C)cc1NC(=O)Cc1ccc(NC(=O)N2CCCCc3ccccc32)cc1 | -8.6% | ? | 4.0
Cc1cc(F)ccc1NC(=O)Cn1nc(N2CCN(c3ccccc3)CC2)ccc1=O | 3.6% | 16.3% | 5.2
O=C(COc1ccccc1[N+](=O)[O-])Nc1cccc(-c2nc3ccccc3s2)c1 | -3.3% | 11.3% | 18.5
CS(=O)(=O)N1CCc2cc(C(=O)NCc3ccccc3)ccc21 | -6.8% | 1.6% | -9.5
Cn1ccc2cc(S(=O)(=O)N3CCCC(C(=O)NCc4ccccc4)C3)ccc21 (configuration not stated) | -0.6% | -14.9% | 0.1
